Screening results: PubChem BioAssay, several laboratories
PHOSPHO1 block: PubChem AID 1565; actives 1.1% (n = 290,000); inhibition, % at 13.3 µM; Phosphoethanolamine/phosphocholine phosphatase (Homo sapiens), Q8TCT1; recombinant PHOSPHO1, absorbance phosphatase assay; in the data active means inhibition above about 60%
UBC9 SUMO inh: inhibitors of in vitro SUMOylation cascade, primary screen, biochemical, HTRF, uHTS | HTRF SUMOylation assay, SAE1/SAE2 + UBC9 | actives 0.36% (n = 290,000) | SUMO-conjugating enzyme UBC9 (Homo sapiens), P63279 | inhibition, % at 35 µM; in the data active means inhibition above about 50%, passing the limit was not always enough; further: strong numbers were not always called active
Target sequence (P63279 whole entry, looked up): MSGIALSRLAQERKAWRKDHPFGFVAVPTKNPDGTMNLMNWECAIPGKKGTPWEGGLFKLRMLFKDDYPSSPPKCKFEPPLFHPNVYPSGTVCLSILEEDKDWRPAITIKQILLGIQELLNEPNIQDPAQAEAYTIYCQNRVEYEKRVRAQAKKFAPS
DNA FID counter: compounds displacing fluorescent DNA intercalator, primary screen, artefact control for HCV NS3 helicase inhibitor project, biochemical, FID fluorescence | DNA fluorescent intercalator displacement | inhibition, % at 7.9 µM | actives 0.17% (n = 290,000); in the data active means inhibition above about 37%;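 further: 0% = vehicle and 100% = reference compound; higher means more ethidium bromide displaced from hairpin DNA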
VIM-2 inh: VIM-2 metallo-beta-lactamase inhibitors, primary screen, biochemical, epi-absorbance readout, Pseudomonas aeruginosa enzyme; purified VIM-2, nitrocefin hydrolysis, epi-absorbance fluorescence; actives 0.89% (n = 290,000); inhibition, % at 5.6 µM;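 active means inhibition above the mean of all tested compounds plus 3 SD, cutoff set per screening run, cut at about 7.5% in these data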;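 further: red hydrolysis product quenches plate fluorescence so inhibitors raise well fluorescence; 0% = enzyme with DMSO and 100% = DMSO without enzyme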
MEKK3 PB1 HTS: modulators of MEKK3-MEK5 PB1 binding, primary screen, biochemical, wildtype MEKK3, multiplex bead flow cytometry, Alexa488-MEK5 | actives 1.4% (n = 290,000) | Mitogen-activated protein kinase kinase kinase 3 (Homo sapiens), Q99759 | binding response (% of control), % at 10 µM | bead-based flow cytometry, Alexa488-MEK5 binding to MEKK3; actives lie on both sides; 0 = blocked by unlabeled MEK5, 100 = vehicle;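 active means binding response more than 3 SD above or below the average of its plate-row segment, actives on both sides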;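 further: Alexa488 bead fluorescence after subtracting the streptavidin-only scavenger bead signal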
Target sequence (Q99759 whole entry, looked up): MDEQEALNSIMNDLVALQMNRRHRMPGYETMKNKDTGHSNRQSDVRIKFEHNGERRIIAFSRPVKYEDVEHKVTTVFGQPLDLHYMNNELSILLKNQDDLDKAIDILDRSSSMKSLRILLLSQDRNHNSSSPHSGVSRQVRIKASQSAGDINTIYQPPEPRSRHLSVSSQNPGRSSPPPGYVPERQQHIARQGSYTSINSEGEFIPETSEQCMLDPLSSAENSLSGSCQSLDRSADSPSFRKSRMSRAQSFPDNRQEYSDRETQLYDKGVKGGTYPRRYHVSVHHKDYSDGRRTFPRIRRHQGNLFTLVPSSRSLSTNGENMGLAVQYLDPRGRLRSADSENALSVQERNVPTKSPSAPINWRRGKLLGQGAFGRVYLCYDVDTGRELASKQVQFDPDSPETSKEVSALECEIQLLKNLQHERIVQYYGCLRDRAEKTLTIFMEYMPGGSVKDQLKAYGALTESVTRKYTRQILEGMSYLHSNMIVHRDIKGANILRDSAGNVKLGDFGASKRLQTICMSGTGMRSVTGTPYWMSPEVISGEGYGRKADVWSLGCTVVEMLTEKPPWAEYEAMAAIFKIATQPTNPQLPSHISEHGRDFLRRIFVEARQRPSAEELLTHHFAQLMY
HCV NS3 hel inh: inhibitors of HCV NS3 helicase, primary screen, biochemical, Cy5 molecular beacon fluorescence | NS3 helicase DNA unwinding | inhibition, % at 10.9 µM | actives 0.56% (n = 290,000) | AID 1800, 2009;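 active means inhibition above the mean of all tested compounds plus 3 SD, set per campaign, cut at about 35% in these data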;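 further: 0% = DMSO wells and 100% = thioflavine S control wells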
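test system = hepatitis C virus NS3 helicase domain fragment enzyme | reagent = annealed dual-labelled DNA beacon duplex, ATP-started | times = 1 h at 25 °C | detection = Cy5 fluorescence, 0 and 60 min reads | read-out basis = percent inhibition from t60/t0 fluorescence ratio | control set = DMSO and thioflavine S | replication = one well per compound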
p-CIP stab down: p/CIP-EGFP fusion destabilizers, primary screen, fluorescence, F442A cells | 16 h | actives 0.01% (n = 290,000) | decrease of EGFP signal, % at 10 µM | Q05BA5;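 active means EGFP signal decrease of at least 30% at 10 µM or well 3 SD below plate mean, unless failing retest; inactive means the rest, including hits failing retest or dose response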; further: some compounds called inactive have numbers as strong as hits; many of its hits are not listed in these tables
IDE act: human IDE activators in live cells, primary screen, fluorescence polarization, HEK cells, FAbeta-B substrate. FAbeta-B cleavage; 0% vehicle, 100% cell-free pure enzyme wells. AID 493087, 2011. Insulin-degrading enzyme (Homo sapiens), P14735. activation, % at 5.96 µM. actives 0.073% (n = 340,000);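 active means activation above the mean of all tested compounds plus 3 SD, set per screening campaign, cut at about 17% in these data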
IMP-1 inh: IMP-1 metallo-beta-lactamase inhibitors, primary screen, biochemical, epi-absorbance readout, Pseudomonas aeruginosa enzyme; metallo-beta-lactamase IMP-1 (Pseudomonas aeruginosa); purified IMP-1, nitrocefin hydrolysis, epi-absorbance fluorescence; inhibition, % at 5.6 µM; actives 0.45% (n = 290,000);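 active means inhibition above the mean plus 3 SD of all compounds in the same screening run, cut at about 4.5% in these data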;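 further: 0% = IMP-1 with DMSO and 100% = DMSO wells lacking enzyme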
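System – purified recombinant IMP-1 beta-lactamase · Input – IMP-1 dispensed at 0.2 nM · Timing – 15 min preincubation plus 25 min reaction at 25 °C · Signal – Epi-absorbance fluorescence, 480 nm excitation, 530 nm emission · Measure – percent IMP-1 inhibition derived from blank-referenced optical density · Controls – Enzyme-plus-DMSO low control, enzyme-free DMSO high control · Replication – singlicate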
Active calls of the source: *. Some of the compounds tested; the hit share may differ from the screen's.

For CCOC(=O)Oc1ccc2oc(C)c(C(=O)OCCOC)c2c1 the results were PHOSPHO1 block 25, UBC9 SUMO inh -14, DNA FID counter -19, VIM-2 inh -1.6, MEKK3 PB1 HTS 99, HCV NS3 hel inh 7, p-CIP stab down -9, IDE act 4 and IMP-1 inh -1.4.
Screening CC(NC(=O)C1c2ccccc2Oc2ccccc21)C1CCCO1 (stereo not given) returned PHOSPHO1 block 38, UBC9 SUMO inh 3, DNA FID counter -3, VIM-2 inh -2.9, MEKK3 PB1 HTS 102, HCV NS3 hel inh 12, p-CIP stab down 0, IDE act -3 and IMP-1 inh -2.0.
For CCOc1ccccc1NC(=O)C(Sc1nnnn1C)c1ccccc1 (stereo not given) the results were PHOSPHO1 block 17, UBC9 SUMO inh 1, DNA FID counter -17, VIM-2 inh -2.4, MEKK3 PB1 HTS 98, HCV NS3 hel inh -4, p-CIP stab down 0, IDE act -4 and IMP-1 inh -0.7.
CN1CCN(C(=O)c2cc(Oc3c(F)c(F)c(F)c(F)c3F)cc(C(=O)N3CCN(C)CC3)c2)CC1 was read as PHOSPHO1 block 20, UBC9 SUMO inh 2, DNA FID counter 8, VIM-2 inh -1.9, MEKK3 PB1 HTS 101, HCV NS3 hel inh 7, p-CIP stab down 10, IDE act 2 and IMP-1 inh 0.1.
Cc1c(O)c2c(=O)n(-c3ccccc3)c(-c3ccccc3)cc2oc1=O was read as PHOSPHO1 block 9, UBC9 SUMO inh 7, DNA FID counter -2, VIM-2 inh 0.5, MEKK3 PB1 HTS 90, HCV NS3 hel inh -12, p-CIP stab down -1, IDE act 7 and IMP-1 inh -1.7.
Screening COc1ccccc1S(=O)(=O)Cc1ccc(C(=O)N2CCN(c3cccc(Cl)c3)CC2)o1 returned PHOSPHO1 block 6, UBC9 SUMO inh -3, DNA FID counter -37, VIM-2 inh -2.5, MEKK3 PB1 HTS 99, HCV NS3 hel inh -10, p-CIP stab down -19, IDE act -1 and IMP-1 inh -3.3.
For NC(=O)COC(=O)c1cccc(S(=O)(=O)N2CCN(c3ccccc3)CC2)c1 the results were PHOSPHO1 block 24, UBC9 SUMO inh 2, DNA FID counter -5, VIM-2 inh -1.5, MEKK3 PB1 HTS 94, HCV NS3 hel inh -1, p-CIP stab down -1, IDE act 1 and IMP-1 inh -2.5.
Screening O=c1[nH]c(CCC2CCCC2)nc2ccccc12 returned PHOSPHO1 block -9, UBC9 SUMO inh 8, DNA FID counter -10, VIM-2 inh -2.9, MEKK3 PB1 HTS 89, HCV NS3 hel inh 10, p-CIP stab down -1, IDE act 5 and IMP-1 inh -1.4.
CCCn1c2ccccc2c2nnc(SCC(=O)OC)nc21 was read as PHOSPHO1 block 4, UBC9 SUMO inh -25, DNA FID counter -2, VIM-2 inh -1.0, MEKK3 PB1 HTS 93, HCV NS3 hel inh 4, p-CIP stab down -7, IDE act -3 and IMP-1 inh -4.6.
`O=C(OCC#CCSc1nnc(-c2ccc([N+](=O)[O-])cc2)o1)c1cccs1` gave PHOSPHO1 block 22, UBC9 SUMO inh 2, DNA FID counter 0, VIM-2 inh -1.9, MEKK3 PB1 HTS 100, HCV NS3 hel inh 1, p-CIP stab down -4, IDE act 1 and IMP-1 inh -1.9.
`COc1ccccc1OCCN(C#N)c1nc(N(C)C)nc(N(C)C)n1` gave PHOSPHO1 block -3, UBC9 SUMO inh 0, DNA FID counter -27, VIM-2 inh -1.9, MEKK3 PB1 HTS 96, HCV NS3 hel inh -10, p-CIP stab down -7, IDE act 10 and IMP-1 inh -3.8.
For COCCN1Cc2cccc(C(=O)N3CCN(c4ccccc4)CC3)c2C1=O the results were PHOSPHO1 block 17, UBC9 SUMO inh 2, DNA FID counter -28, VIM-2 inh 1.1, MEKK3 PB1 HTS 100, HCV NS3 hel inh 5, p-CIP stab down 2, IDE act 1 and IMP-1 inh -0.2.
Screening COc1ccc(Cl)cc1C(=O)Nn1cnc2ccccc2c1=O returned PHOSPHO1 block -1, UBC9 SUMO inh 26, DNA FID counter 0, VIM-2 inh -3.8, MEKK3 PB1 HTS 98, HCV NS3 hel inh -1, p-CIP stab down 3, IDE act 1 and IMP-1 inh -1.7.
For O=C(COc1cc2oc(=O)cc(-c3ccccc3)c2cc1Cl)NCCN1CCOCC1 the results were PHOSPHO1 block 22, UBC9 SUMO inh 8, DNA FID counter -2, VIM-2 inh 6.1, MEKK3 PB1 HTS 101, HCV NS3 hel inh -14, p-CIP stab down 0, IDE act 3 and IMP-1 inh -5.0.
Screening COc1ccc(S(=O)(=O)N2CCCC(C(=O)NC3CC3)C2)cc1Cl (stereo not given) returned PHOSPHO1 block 36, UBC9 SUMO inh 22, DNA FID counter -8, VIM-2 inh 0.2, MEKK3 PB1 HTS 104, HCV NS3 hel inh -3, p-CIP stab down -2, IDE act 4 and IMP-1 inh -2.1.
`O=C(Nc1ccccc1Cl)c1cccc(NC(=O)C2CCCC2)c1` gave UBC9 SUMO inh -6, DNA FID counter -13, VIM-2 inh -1.5, MEKK3 PB1 HTS 106, HCV NS3 hel inh -6, p-CIP stab down 8, IDE act -6 and IMP-1 inh -2.7.
Screening Cc1ccc2[nH]cc(C(=O)CN3CCN(c4ccccn4)CC3)c2c1 returned PHOSPHO1 block 3, UBC9 SUMO inh 13, DNA FID counter 3, VIM-2 inh -2.3, MEKK3 PB1 HTS 110, HCV NS3 hel inh -8, p-CIP stab down -4, IDE act 3 and IMP-1 inh -1.0.
`COc1ccc(C2C(C#N)=C(C)NC3=C2C(=O)c2ccccc23)cc1` (stereo not given) gave PHOSPHO1 block -51, UBC9 SUMO inh -14, DNA FID counter 0, VIM-2 inh -0.1, MEKK3 PB1 HTS 101, HCV NS3 hel inh -9, p-CIP stab down -3, IDE act 2 and IMP-1 inh -2.5.
Screening NC(=O)CSc1nc2ccccc2c(=O)n1CCc1ccccc1 returned PHOSPHO1 block -3, UBC9 SUMO inh 4, DNA FID counter -24, VIM-2 inh -1.7, MEKK3 PB1 HTS 106, HCV NS3 hel inh -3, p-CIP stab down 0, IDE act 5 and IMP-1 inh -1.9.
For COc1ccc2nc(Sc3c([N+](=O)[O-])nc(C)n3Cc3ccccc3)[nH]c2c1 the results were PHOSPHO1 block 15, UBC9 SUMO inh -5, DNA FID counter -2, VIM-2 inh -2.8, MEKK3 PB1 HTS 117, HCV NS3 hel inh 0, p-CIP stab down -10 and IMP-1 inh -2.2.
`CCOC(=O)C1CCCN(C2=C(NS(=O)(=O)c3ccc(Br)cc3)C(=O)c3ccccc3C2=O)C1` (stereo not given) gave PHOSPHO1 block 24, UBC9 SUMO inh 34, DNA FID counter -3, VIM-2 inh 8.2*, MEKK3 PB1 HTS 105, HCV NS3 hel inh 2, p-CIP stab down -4, IDE act 9 and IMP-1 inh 0.7.
For COc1ccc(Nc2nc(C)cc(C)c2C#N)cc1OC the results were PHOSPHO1 block -11, UBC9 SUMO inh 4, DNA FID counter 1, VIM-2 inh 1.4, MEKK3 PB1 HTS 102, HCV NS3 hel inh 5, p-CIP stab down -1, IDE act -3 and IMP-1 inh -3.1.
CN(Cc1ccccc1F)c1nc(-c2cccnc2)nc2ccccc12 was read as PHOSPHO1 block 28, UBC9 SUMO inh -1, DNA FID counter -27, VIM-2 inh 5.9, MEKK3 PB1 HTS 104, HCV NS3 hel inh -20, p-CIP stab down 0, IDE act -1 and IMP-1 inh -2.2.
For Cc1ccc(Cl)cc1NC(=O)N[C@@H](CC(C)C)C(=O)O the results were PHOSPHO1 block 4, UBC9 SUMO inh 20, DNA FID counter -1, VIM-2 inh -0.6, MEKK3 PB1 HTS 99, HCV NS3 hel inh 0, p-CIP stab down -14, IDE act 1 and IMP-1 inh -2.7.
`O=C1CN(C(=O)c2cccc(F)c2)C(c2ccc(F)cc2)c2cc(F)ccc2N1` (stereo not given) gave PHOSPHO1 block 42, UBC9 SUMO inh 10, DNA FID counter -19, VIM-2 inh 0.3, MEKK3 PB1 HTS 100, HCV NS3 hel inh -2, p-CIP stab down 5, IDE act 2 and IMP-1 inh -0.4.
`Cc1cc(C)nc(N/N=C2/CCSc3ccc(F)cc32)n1` gave PHOSPHO1 block 28, UBC9 SUMO inh 8, DNA FID counter -19, VIM-2 inh 0.0, MEKK3 PB1 HTS 96, HCV NS3 hel inh -7, p-CIP stab down -5, IDE act -3 and IMP-1 inh -1.5.
Screening COc1ccc(N2CCN(C(CNC(=O)C(=O)NCC3CCCO3)c3ccco3)CC2)cc1 (stereo not given) returned PHOSPHO1 block 3, UBC9 SUMO inh 6, DNA FID counter -25, VIM-2 inh -0.6, MEKK3 PB1 HTS 132*, HCV NS3 hel inh 9, p-CIP stab down -2, IDE act -3 and IMP-1 inh -2.6.
Cc1ccc(OC(C)C(=O)Nc2ccc3c(c2)n(C)c(=O)n3C)cc1C (stereo not given) was read as PHOSPHO1 block 60*, UBC9 SUMO inh 11, DNA FID counter -23, VIM-2 inh -1.3, MEKK3 PB1 HTS 101, HCV NS3 hel inh -1, p-CIP stab down -14, IDE act 3 and IMP-1 inh -3.0.
`O=C(Nc1ccccc1Cl)c1ccccc1` gave PHOSPHO1 block -27, UBC9 SUMO inh 48, DNA FID counter -3, VIM-2 inh 0.1, MEKK3 PB1 HTS 101, HCV NS3 hel inh 6, p-CIP stab down -3, IDE act 4 and IMP-1 inh -1.1.
Screening NC(=O)CC(NC(=O)Cc1ccc(Cl)cc1)c1ccc(NC2CCCCCC2)c([N+](=O)[O-])c1 (stereo not given) returned PHOSPHO1 block 25, UBC9 SUMO inh -2, DNA FID counter -10, VIM-2 inh -1.1, MEKK3 PB1 HTS 104, HCV NS3 hel inh 11, p-CIP stab down -16, IDE act 4 and IMP-1 inh -2.7.
